Compound activity deposited in PubChem BioAssay by National Center for Advancing Translational Sciences (NCATS).
B2AR arrestin: qHTS assay of beta-arrestin-biased ligands of beta2-adrenergic receptor | 330,000 compounds, 0.02% hits | AID 492947, 2010 | Beta-2 adrenergic receptor (Homo sapiens), P07550 | Potency, µM (top dose mostly 46.1 µM), inactives show at the top dose activation, hits mostly activators | beta-arrestin recruitment to beta2AR, cell-based reporter;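 also: potency is read from the fitted curve at half-maximal effect; 0% = DMSO controls and full agonism = EC100 isoproterenol or metaproterenol; nearly all actives have a fitted effect of over 65% in size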
Target sequence (P07550 whole entry, looked up): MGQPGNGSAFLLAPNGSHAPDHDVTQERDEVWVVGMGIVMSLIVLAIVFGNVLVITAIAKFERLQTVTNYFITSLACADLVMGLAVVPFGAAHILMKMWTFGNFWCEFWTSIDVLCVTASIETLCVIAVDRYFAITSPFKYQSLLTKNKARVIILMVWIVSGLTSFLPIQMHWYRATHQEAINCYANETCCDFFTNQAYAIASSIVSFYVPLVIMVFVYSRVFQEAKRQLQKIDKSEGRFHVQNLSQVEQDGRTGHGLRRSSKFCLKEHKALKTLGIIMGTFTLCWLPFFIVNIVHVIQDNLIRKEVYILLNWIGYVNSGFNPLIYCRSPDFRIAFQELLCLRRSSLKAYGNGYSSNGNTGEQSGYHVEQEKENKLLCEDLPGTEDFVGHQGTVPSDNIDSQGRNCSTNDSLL
Eya2 phos inh: qHTS Assay for Inhibitors of the Phosphatase Activity of Eya2; Potency, µM (doses to about 76.9 µM), for the others: at the highest dose activity, negative = inhibition, hits mostly inhibitors; Protein phosphatase EYA2 (Homo sapiens), O00167; AID 488837, 2010; 330,000 compounds, 0.006% hits; recombinant Eya2, OMFP fluorescence dephosphorylation (OMFP is methylfluorescein phosphate); also: potency is read from the fitted curve at half-maximal effect
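Eya2 (0.2 uM) preincubated 10 min at ambient with compound, then OMFP substrate added at 50 uM; 10 min reaction in 50 mM HEPES pH 7.5, 50 mM NaCl, 5 uM MgCl2, 0.05% BSA, 1 mM DTT. Fluorescence read at Ex 485/Em 525 nm.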
Chronic BCR inh: qHTS Assay to Find Inhibitors of Chronic Active B-Cell Receptor Signaling | 340,000 compounds, 0.05% hits | Potency, µM (doses to about 46.1 µM), for the others: top-dose ratio change, negative = lower green/red ratio, hits mostly inhibitors | ABC-DLBCL IkBa-CBG/CBR reporter, luminescence ratio, 4 h | AID 493014, 2011; active = well fitted inhibition curve with a large enough effect in the signal ratio, with a control signal flat, not every such curve was filed as active; inconclusive = small, poorly fitted or top-dose-only effect, or effect the other way, or a change in a side signal; the % refers to the signal ratio;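 also: potency is read from the fitted curve at half-maximal effect; plate controls were basal doxycycline-induced cells for no effect and cells given 10 µM MG132 for full effect; MG132 reads +100%, hits lower the ratio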
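Compounds up to 46 uM were incubated four hours with TMD8 cells whose green CBG68 luciferase is fused to IkappaBalpha; red CBR luminescence normalised the signal, and concentration-effect curves were fitted to fusion, red and ratio data.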
uPA surface inh: qHTS for Inhibitors of Cell Surface uPA Generation; cell surface uPA generation assay, qHTS; 330,000 compounds, 0.31% hits; Potency, µM (titrated, usually from 38.3 µM), for inactives: top-dose activity change, negative = inhibition, most hits filed as inhibitors; AID 540303, 2011; active = well fitted inhibition curve with a large enough effect; inconclusive = small, poorly fitted or top-dose-only effect; inactive = no such curve, though single readings can be large or run the other way; tested in mouse RAW 264.7 cells; also: potency is read from the fitted curve at half-maximal effect; nearly all actives have a fitted effect of over 55% in size
PKM2 act: qHTS Assay for Activators of Human Muscle isoform 2 Pyruvate Kinase. Pyruvate kinase PKM (Homo sapiens), P14618. purified PKM2, Kinase-Glo ATP luminescence, activation; response scale: 0% is enzyme alone, no compound. Potency, µM (series often up to 57.5 µM), for inactives: at the highest dose activation, hits mostly activators. 260,000 compounds, 0.34% hits. AID 1631, 2009; also: potency is read from the fitted curve at half-maximal effect; nearly all actives have a fitted effect of over 55% in size
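Purified hPK-M2 (>95% pure) converted ADP (0.1 mM final) to ATP with 0.5 mM PEP in 50 mM imidazole pH7.2, KCl, MgCl2, Tween 20, BSA; 1 h at room temperature. ATP detected by Kinase-Glo luminescence.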
KCNH2 3.1 inh: qHTS for Inhibitors of KCHN2 3.1: Mutant qHTS. Potassium voltage-gated channel subfamily H member 2, brain isoform KCNH2 3.1 (human). U2OS KCNH2 3.1, thallium flux FluxOr; stronger effect = lower value. activity change, % (tested at about 1.8 µM). 340,000 compounds, 0.95% hits. AID 720553, 2013;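 active = maximum activity change below -70%; inconclusive = maximum activity change from -70% to -50%; inactive = maximum activity change above -50%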;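 also: thallium influx rate constant from kinetic fluorescence after stimulation buffer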
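Steps: virus added to U2OS suspension (4 h, RT, dark); medium with 10% FBS added, cells plated, 37 C overnight; FluxOr/Red40 loading buffer 45 min RT; stimulation buffer, 2 min kinetic read; rate constant normalized.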
hERG WT inh: qHTS for Inhibitors of KCHN2 3.1: Wildtype qHTS | Voltage-gated inwardly rectifying potassium channel KCNH2 (Homo sapiens), Q12809 | U2OS, BacMam KCNH2, thallium flux FluxOr; stronger effect = lower value | activity change, % at 1.84 µM | 340,000 compounds, 0.37% hits;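 active = maximum activity change below -70%; inconclusive = maximum activity change between -70% and -50%; inactive = maximum activity change above -50%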
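U2OS cells transduced with wild-type KCNH2 virus are loaded with FluxOr dye for 45 min, and thallium flux is measured in kinetic reads before and after stimulation buffer. Rate constants are normalized to DMSO controls.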
FBPA coupling cs: qHTS Assay for Inhibitors of Fructose-1,6-bisphosphate Aldolase from Giardia Lamblia: Coupling assay counterscreen; coupling enzyme system counterscreen, AmpLite Red fluorescence; activity change, negative = inhibition, % at 58.2 µM, hits read low; 290,000 compounds, 0.67% hits; AID 2472, 2010; in the data active = activity change below about -30%
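Counterscreen lacking aldolase: glyceraldehyde-3-phosphate coupling-enzyme reagent preincubated 10 min at RT with compound (at 57.5 uM final), then substrate/coupling system with AmpLite Red added; fluorescence read at 525/598 nm after 20 min RT.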
USP2a inh: qHTS Assay for Inhibitors of Ubiquitin-specific Protease USP2a Using CHOP2 as the Reporter | Potency, µM (doses to about 38.3 µM), for inactives: at the highest dose activity change, negative = inhibition, actives largely listed as inhibitors | USP2 core, Ub-CHOP2 coupled fluorogenic reporter, 485/531 | 330,000 compounds, 0.01% hits | Ubiquitin carboxyl-terminal hydrolase 2 (Homo sapiens), O75604;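 also: potency is read from the fitted curve at half-maximal effect; plate controls were DMSO wells for no effect and full inhibition by NEM control for full effect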
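Deubiquitinase activity read as fluorescence (485/531 nm) after Ub-CHOP2 cleavage activates the enterokinase reporter on its substrate; USP2 core 10nM, Ub-CHOP2 and substrate 25nM each, 30min compound preincubation then 60min RT; data normalized to NEM, curves fitted.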
GALK inhibitor: qHTS Assay for Inhibitors of Human Galactokinase (GALK) | P51570 | Purified GALK, Kinase-Glo residual ATP luminescence | Potency, µM (highest dose often 57.5 µM), without a hit: at the top dose activity change, negative = inhibition, actives largely listed as inhibitors | 270,000 compounds, 0.007% hits; also: potency is read from the fitted curve at half-maximal effect
Target sequence (P51570 whole entry, looked up): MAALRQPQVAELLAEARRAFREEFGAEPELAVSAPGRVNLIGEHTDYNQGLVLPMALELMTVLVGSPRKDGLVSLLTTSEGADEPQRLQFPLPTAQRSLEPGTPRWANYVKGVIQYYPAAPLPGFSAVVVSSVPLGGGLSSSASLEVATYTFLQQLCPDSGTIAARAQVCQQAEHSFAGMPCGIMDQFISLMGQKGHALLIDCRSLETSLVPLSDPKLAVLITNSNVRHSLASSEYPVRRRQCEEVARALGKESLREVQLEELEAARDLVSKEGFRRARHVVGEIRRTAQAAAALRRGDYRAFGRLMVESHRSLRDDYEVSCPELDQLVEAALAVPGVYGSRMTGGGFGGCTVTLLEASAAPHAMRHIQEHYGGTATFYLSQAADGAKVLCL
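The enzyme phosphorylates galactose (100 uM) using ATP (35 uM); inhibition is detected as higher residual ATP, quantified by bioluminescence after 1 h reaction at room temperature, pH 8.0.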
Giardia kill: Small Molecules that selectively kill Giardia lamblia: qHTS | Giardia lamblia trophozoite viability | activity change, % at 7.66 µM, hits read low | 340,000 compounds, 0.15% hits | AID 540267, 2011; in the data active = activity change below about -80%; inconclusive = between about -30% and that limit;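 also: parasites exposed to compound for two days anaerobically before the ATP read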
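Trophozoite viability was measured as ATP-dependent luminescence, read 15-30 min after reagent addition. Before that, parasites at 100 cells/well were exposed to compounds for 48 h, anaerobically, at 37 deg C.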
* hit, by the source's call. Unless noted, calls follow the shape of the dose curve; as a rule, active = well fitted curve in the direction sought with a large enough effect; inconclusive = small, poorly fitted or top-dose-only effect, or another doubt; inactive = no such curve, though single readings can be large; an effect the other way counts as inactive or inconclusive. Unless noted, % is scaled to controls: 0 for no effect and ±100 for the full control effect.

For Cn1nc(C(=O)OCC(=O)Nc2ccc(S(N)(=O)=O)cc2)c2ccccc2c1=O the results were B2AR arrestin -0.1%, Eya2 phos inh 2%, Chronic BCR inh 1%, uPA surface inh 2%, PKM2 act -1%, KCNH2 3.1 inh -16, hERG WT inh -15, FBPA coupling cs 1, USP2a inh 3%, GALK inhibitor 7% and Giardia kill 7.
COc1cc(/C=N/NC(=O)c2cccs2)ccc1O was read as B2AR arrestin 0.3%, Eya2 phos inh -1%, Chronic BCR inh inconclusive, uPA surface inh 0%, PKM2 act inconclusive, KCNH2 3.1 inh 0, hERG WT inh -5, FBPA coupling cs 0, USP2a inh 2%, GALK inhibitor 2% and Giardia kill -7.
For Cc1cc(C(=O)N/N=C/c2cc([N+](=O)[O-])ccc2O)c2ccccc2n1 the results were B2AR arrestin -0.6%, Eya2 phos inh -2%, Chronic BCR inh 2%, uPA surface inh -8%, PKM2 act -7%, KCNH2 3.1 inh 11, hERG WT inh -1, FBPA coupling cs 7, USP2a inh 0%, GALK inhibitor 1% and Giardia kill 8.
Nn1c(SCC(=O)NCCC2=CCCCC2)nnc1C1CCCCC1 was read as B2AR arrestin 0.0%, Eya2 phos inh -12%, Chronic BCR inh -2%, uPA surface inh 1%, PKM2 act -5%, KCNH2 3.1 inh 17, hERG WT inh 5, FBPA coupling cs -1, USP2a inh 1%, GALK inhibitor -1% and Giardia kill 30.
Screening CCOc1ccc(-c2noc(-c3ccncc3)n2)cc1OCC returned B2AR arrestin -1.0%, Eya2 phos inh -24%, Chronic BCR inh inconclusive, uPA surface inh -5%, PKM2 act 2%, KCNH2 3.1 inh 1, hERG WT inh 3, FBPA coupling cs -1, USP2a inh 0%, GALK inhibitor 0% and Giardia kill 12.
`O=C(Nc1cccc(O)c1)c1ccc2c(c1)C(=O)N(Cc1ccco1)C2=O` gave B2AR arrestin -0.4%, Eya2 phos inh -1%, Chronic BCR inh 4%, uPA surface inh -2%, PKM2 act 0%, KCNH2 3.1 inh 15, hERG WT inh 3, FBPA coupling cs 4, USP2a inh -1%, GALK inhibitor 1% and Giardia kill -4.
Screening COc1ccc(Sc2ccc(-c3nc4cnccn4c3NC3CCCCC3)cc2OC)cc1 returned B2AR arrestin 0.1%, Eya2 phos inh 16%, Chronic BCR inh 0%, uPA surface inh -2%, KCNH2 3.1 inh 2, hERG WT inh -13, USP2a inh 0% and Giardia kill 9.
COc1cc(C(c2nnnn2C(C)(C)C)N2CCN(C)CC2)cc(OC)c1OC (configuration not stated) was read as B2AR arrestin inconclusive, Eya2 phos inh 10%, Chronic BCR inh -3%, uPA surface inh 3%, PKM2 act 8%, KCNH2 3.1 inh 1, hERG WT inh -2, FBPA coupling cs 3, USP2a inh 2%, GALK inhibitor 1% and Giardia kill -19.
For CC(=O)Nc1ccc(NC(=O)C(C)OC(=O)c2ccc3c(c2)OCCO3)cc1 (configuration not stated) the results were B2AR arrestin 0.4%, Eya2 phos inh inconclusive, Chronic BCR inh -1%, uPA surface inh -6%, PKM2 act 0%, KCNH2 3.1 inh -2, hERG WT inh 0, FBPA coupling cs -2, USP2a inh 2%, GALK inhibitor 1% and Giardia kill -24.
Screening C=CCn1c(O)c(N=NC(=O)CNC(=O)c2cccs2)c2ccccc21 returned B2AR arrestin 3.6%, Eya2 phos inh 7%, Chronic BCR inh -1%, uPA surface inh -10%, PKM2 act 3%, KCNH2 3.1 inh 2, hERG WT inh -16, FBPA coupling cs 0, USP2a inh -1%, GALK inhibitor 0% and Giardia kill 26.
CC(C)OC(=O)CSc1nnc(-c2ccccn2)n1N was read as B2AR arrestin -0.1%, Eya2 phos inh -11%, Chronic BCR inh -11%, uPA surface inh -2%, PKM2 act -11%, KCNH2 3.1 inh 5, hERG WT inh 0, FBPA coupling cs 4, USP2a inh 4%, GALK inhibitor -1% and Giardia kill -1.
Screening Cc1sc2nc(SCC(=O)N3CCCCC3)[nH]c(=O)c2c1C returned B2AR arrestin -0.3%, Eya2 phos inh 6%, Chronic BCR inh 24%, uPA surface inh 2%, PKM2 act -7%, KCNH2 3.1 inh 5, hERG WT inh 12, FBPA coupling cs -5, USP2a inh 2%, GALK inhibitor -6% and Giardia kill 18.
`CCN(c1ccc(OC)cc1)S(=O)(=O)c1csc(C(N)=O)c1` gave B2AR arrestin -0.1%, Eya2 phos inh 6%, Chronic BCR inh -5%, uPA surface inh 15%, KCNH2 3.1 inh -1, hERG WT inh -6, FBPA coupling cs 6, USP2a inh 6%, GALK inhibitor 3% and Giardia kill inconclusive.
`C/C=C\C(=O)Nc1cccc(C2=NOC3(C2)C[C@H](C(N)=O)N(C(=O)[C@H]2CCC(=O)N2)C3)c1` (some centres not stated) gave B2AR arrestin 0.0%, Eya2 phos inh -3%, Chronic BCR inh -2%, uPA surface inh -4%, PKM2 act 7%, KCNH2 3.1 inh 20, hERG WT inh -2, FBPA coupling cs 2, USP2a inh 10%, GALK inhibitor 4% and Giardia kill 6.
CC(C)(C)c1ccc(C(=O)Nc2cccc([N+](=O)[O-])c2)cc1 was read as B2AR arrestin 0.4%, Eya2 phos inh 3%, Chronic BCR inh inconclusive, uPA surface inh -10%, PKM2 act -7%, KCNH2 3.1 inh -17, hERG WT inh -5, FBPA coupling cs -13, USP2a inh -4% and Giardia kill -19.
CCn1c(SCc2ccc(C(=O)O)cc2)nnc1-c1ccc(Cl)cc1 was read as B2AR arrestin -0.3%, Eya2 phos inh -8%, Chronic BCR inh 1%, uPA surface inh 23%, PKM2 act -1%, KCNH2 3.1 inh 10, hERG WT inh 2, FBPA coupling cs 1, USP2a inh -1%, GALK inhibitor 0% and Giardia kill 17.
Screening O=C(c1nc2ccc(Cl)cn2c1CN1CCCC(CO)C1)N1CCc2ccccc2C1 (configuration not stated) returned B2AR arrestin -0.5%, Eya2 phos inh 16%, Chronic BCR inh -11%, uPA surface inh -7%, PKM2 act 5%, KCNH2 3.1 inh -6, hERG WT inh 4, FBPA coupling cs -5, USP2a inh 0%, GALK inhibitor -3% and Giardia kill 12.
C=CCn1c(SCC(N)=O)nc2sc3c(c2c1=O)CCC3 was read as B2AR arrestin -0.4%, Eya2 phos inh 6%, Chronic BCR inh -16%, uPA surface inh -4%, PKM2 act 30%, KCNH2 3.1 inh -8, hERG WT inh -4, FBPA coupling cs 0, USP2a inh 0%, GALK inhibitor 3% and Giardia kill -19.
CCCN(CCC)S(=O)(=O)c1ccc(C(=O)Nc2cccnc2)cc1 was read as B2AR arrestin 0.3%, Eya2 phos inh -5%, Chronic BCR inh -2%, uPA surface inh 10%, KCNH2 3.1 inh -3, hERG WT inh 5, FBPA coupling cs 2, USP2a inh 4%, GALK inhibitor 9% and Giardia kill -23.
Screening Cc1cccc(-n2ncc3c(N4CCCC4)ncnc32)c1 returned B2AR arrestin 0.1%, Eya2 phos inh -4%, Chronic BCR inh -10%, uPA surface inh -19%, PKM2 act -6%, KCNH2 3.1 inh 0, hERG WT inh -2, FBPA coupling cs 2, USP2a inh 1%, GALK inhibitor 0% and Giardia kill inconclusive.
`CC(C)C(=O)N1CCN(c2ccc(NC(=O)c3cccs3)cc2)CC1` gave B2AR arrestin -0.5%, Eya2 phos inh -9%, Chronic BCR inh 10%, uPA surface inh -3%, PKM2 act 5%, KCNH2 3.1 inh -11, hERG WT inh -9, FBPA coupling cs 3, USP2a inh -6%, GALK inhibitor -5% and Giardia kill -10.
For COc1cccc(/C=C2\CCc3ccccc3C2=O)c1 the results were B2AR arrestin -0.8%, Eya2 phos inh 0%, Chronic BCR inh inconclusive, uPA surface inh -1%, PKM2 act -52%, KCNH2 3.1 inh 0, hERG WT inh -2, FBPA coupling cs -2, USP2a inh -2%, GALK inhibitor 15% and Giardia kill inconclusive.
O=C(NC1CCCC1)c1ccc(S(=O)(=O)N2CCCC2)cc1 was read as B2AR arrestin 0.0%, Eya2 phos inh -30%, Chronic BCR inh -16%, uPA surface inh 0%, PKM2 act -11%, KCNH2 3.1 inh 28, hERG WT inh 9, FBPA coupling cs -2, USP2a inh 0%, GALK inhibitor 1% and Giardia kill -15.
For CCOc1ccc(N(CC(=O)NCCSCc2ccco2)S(=O)(=O)c2ccc(C)cc2)cc1 the results were B2AR arrestin -1.5%, Eya2 phos inh 14%, Chronic BCR inh 2%, uPA surface inh -7%, PKM2 act 1%, KCNH2 3.1 inh -14, hERG WT inh 8, USP2a inh 0%, GALK inhibitor 5% and Giardia kill 1.
